NTR1 agonist – NTR1-driven beta-arrestin-GFP spot formation – imaging, U2OS cells, high content, primary screen (AID 493036); P30989; agonist mode; activation, % at 20 µM; 0.17% of 330,000 active;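 active = activation at or above 40% of the spot to cytoplasm intensity ratio, with at least 20 cells analyzed; inconclusive = wells under 20 cells, flagged as cytotoxic or low count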;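 note: 0% = DMSO without peptide and 100% = 100 nM NTR1 peptide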
Target sequence (P30989 whole entry, looked up): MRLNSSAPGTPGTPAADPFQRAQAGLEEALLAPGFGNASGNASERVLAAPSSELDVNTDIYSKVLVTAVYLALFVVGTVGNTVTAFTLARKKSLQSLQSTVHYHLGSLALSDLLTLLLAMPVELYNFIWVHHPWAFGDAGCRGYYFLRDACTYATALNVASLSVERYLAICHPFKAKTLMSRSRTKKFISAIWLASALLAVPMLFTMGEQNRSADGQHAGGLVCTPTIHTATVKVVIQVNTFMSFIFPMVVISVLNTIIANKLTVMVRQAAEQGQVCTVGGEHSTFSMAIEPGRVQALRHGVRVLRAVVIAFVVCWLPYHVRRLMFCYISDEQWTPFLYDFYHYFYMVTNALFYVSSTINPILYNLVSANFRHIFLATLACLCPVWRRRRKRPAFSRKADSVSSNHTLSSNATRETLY
KOR beta-arrestin-1 – KOR antagonists, beta-arrestin recruitment, cell-based, luminescence, uHTS (AID 1778). KOR beta-arrestin recruitment, luminescence, antagonist mode; higher % means a stronger effect. one-dose inhibition, % at 10 µM; IC50 in µM for titrated hits. 0.091% of 290,000 active; in the data active = inhibition above about 50%; note: strong numbers were not always called active
GPR55 beta-arrestin – GPR55 agonists via beta-arrestin recruitment, primary screen, imaging, U2OS cells, beta-arrestin-GFP redistribution (AID 1961); U2OS GPR55 beta-arrestin-GFP redistribution imaging; higher % means a stronger effect; activation, % at 10 µM, or EC50 in µM where a hit was titrated; 0.048% of 290,000 active;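 active = activation above 40% with more than 50 cells counted in the well; inconclusive = wells holding fewer than 50 cells, flagged as toxic or sparse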;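 note: U2OS osteosarcoma cells stably expressing GPR55 and beta-arrestin-GFP; plate controls were DMSO negative control for no effect and LPI positive control for full effect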
West Nile antiviral – West Nile virus antiviral activity, cell-based, CPE readout (AID 1621) | CPE inhibition, % at 10 µM, or IC50 in µM where a hit was titrated | 0.02% of 290,000 active | West Nile virus-infected cells, CPE inhibition; higher % means a stronger effect; in the data active = a potency from the dose series; inconclusive = CPE inhibition mostly from about 3.7% at the one dose, without a potency; inactive = the rest, 99 in 100 with CPE inhibition below about 2.2%; note: strong numbers were not always called active
KOR beta-arrestin-2 – kappa opioid receptor activators – cell-based, luminescence, uHTS, primary screen (AID 1777); KOR beta-arrestin recruitment, luminescence; higher % means a stronger effect; one-dose activation, % at 10 µM; EC50 in µM for titrated hits; 0.02% of 280,000 active; in the data active = activation above about 50%, passing the limit was not always enough; note: a part of the inactive calls stands beside numbers as strong as those of hits
PhoP inhibition – PhoP-dependent GFP reporter repression – Salmonella Typhimurium, primary screen (AID 1863); S. Typhimurium PhoP-regulated promoter GFP reporter, 4 h; higher % means a stronger effect; inhibition, % at 50 µM, or IC50 in µM where a hit was titrated; 0.16% of 300,000 active;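 active = inhibition over 29.93%, a cutoff 3 SD above the screen mean, later confirmed by dose response; inconclusive = inhibition over 29.93% but no dose response follow-up; inactive = inhibition at most 29.93% or unconfirmed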;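 note: 0% = low Mg2+ inducing control and 100% = high Mg2+ repressing control; strong numbers were not always called active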
GPR55 LPI antagonism – GPR55 antagonists blocking LPI-driven arrestin recruitment, primary screen, imaging, U2OS, beta-arrestin-GFP, LPI agonist (AID 2013). U2OS GPR55 beta-arrestin-GFP translocation imaging, LPI antagonism; higher % means a stronger effect. inhibition, % at 10 µM; hits with a dose series show IC50 in µM. 0.13% of 290,000 active;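 active = spots per cell inhibited over 60%, with over 100 cells counted and total cytoplasm intensity under 500,000; inconclusive = wells with under 100 cells, flagged as likely toxic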;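 note: U2OS cells stably carrying GPR55 and arrestin-GFP stimulated by 5 µM LPI near EC80; imaged beta-arrestin-GFP aggregate spots per cell after agonist stimulation; plate controls were LPI-stimulated DMSO wells for no effect and DMSO wells without LPI for full effect; some results filed as inactive read as strong as hits; confirmed hits need IC50 under 10 µM and bright autofluorescent wells are also inconclusive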
GPR35 arrestin U2OS – GPR35 antagonists blocking zaprinast-driven arrestin recruitment, primary screen, imaging, U2OS, beta-arrestin-GFP, zaprinast agonist (AID 2058). inhibition, % at 10 µM; hits with a dose series show IC50 in µM. U2OS GPR35 beta-arrestin-GFP translocation imaging, zaprinast antagonism; higher % means a stronger effect. 0.052% of 290,000 active;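 active = inhibition of at least 50% with at least 30 cells and total cytoplasm GFP at most 10,000,000; inconclusive = under 30 cells or total GFP of 10,000,000 plus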
T cell modulator – modulates CD8 T cell binding to vesicles. 0.068% of 330,000 active. calls only at 7 µM. 2C CD8+ T cell-vesicle binding, flow cytometry; stronger effect = lower value;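 active = response, share of CD8 T cells binding vesicles, and their 90th percentile fluorescence all below set limits, cut at about 80% in these data, passing the limit was not always enough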
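Assay system: 2C TCR transgenic mouse naive CD8+ T cells, MACS-purified | Read-out: CD8+ gate FL2 mean fluorescence as % of same-row positive control | Signal: High-throughput flow cytometry with anti-B7-1 and anti-CD8 staining | Timing: Binding step 1.5 h, 37 °C, antibody labelling 20 min, ice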
T cell modulator vesicle-bound % – further read-out of T cell modulator, marked with its call; double positive events, %; measured here: CD8+ vesicle-bound cell fraction;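 binding gate set so that unloaded-vesicle control wells show 10% double positive cells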
NTR1 agonist cell count 20 µM – also measured in NTR1 agonist; calls as there; cell count; measured here: cell count, cytotoxicity flag
* marks the source's active call; other numbers are inactive results; i = inactive; ? = inconclusive; / = no result given; [ ] = remark or other dose. This is a random part of the collection; overall some 0.62% were active at least once.

Every second line gives: NTR1 agonist | NTR1 agonist cell count 20 µM | KOR beta-arrestin-1 | GPR55 beta-arrestin | West Nile antiviral | KOR beta-arrestin-2 | PhoP inhibition | GPR55 LPI antagonism | GPR35 arrestin U2OS | T cell modulator | T cell modulator vesicle-bound %
COc1ccc(C(CCNCc2ccccc2)c2ccc(F)cc2)cc1 (stereo unspecified)
    4.3 | 42 | 35.2% | -0.1% | -1.2% | -0.1% | 0.3% | 37.5% | 5.2% | i | 44.5
O=C(c1ccncc1)N(Cc1ccco1)Cc1cc2ccccc2[nH]c1=O
    1.0 | 81 | -1.2% | 0.3% | -0.1% | 1.7% | -7.6% | -4.3% | -12.3% | i | 54.5
Nc1cc(=O)nc(SCc2ccccc2)n1Cc1ccco1
    0.0 | 52 | -1.0% | -0.1% | 0.0% | -4.2% | 15.4% | 19.0% | -8.9% | i | 30.0
O=C(N/N=C/c1cnc(N2CCCCC2)s1)c1ccc(C(F)(F)F)cc1
    1.1 | 50 | 11.5% | 0.0% | -1.1% | 1.7% | 1.4% | -2.3% | 7.2% | i | 4.5
OCCC1CN(Cc2cccn2-c2ccccn2)CCN1Cc1ccccc1 (stereo unspecified)
    -0.3 | 60 | -36.5% | -0.2% | -0.6% | -1.1% | 0.7% | 8.0% | -11.4% | i | 33.2
Cc1cc(C)n(C(=O)CN2C(=O)CCC2=O)n1
    0.1 | 43 | -29.6% | -0.2% | 0.6% | 5.7% | -6.7% | 19.2% | -13.2% | i | 51.2
CCOc1cc(/C=N/NC(=O)C2CCCC2)ccc1O
    0.2 | 51 | -7.7% | -0.1% | -0.7% | 4.1% | 5.6% | 1.4% | -3.1% | i | 30.8
CC(=O)Nc1ccc(S(=O)(=O)N(C)CC(=O)N/N=C/c2ccc(C(=O)O)cc2)cc1
    -1.1 | 65 | -6.6%[20 µM] | -0.2% | 0.5% | 1.9% | -4.0% | -17.3% | 1.9% | i | 25.1
COc1ccc(O)c(C(=O)c2cnn(-c3ccccn3)c2)c1
    2.6 | 47 | 14.4% | 0.1% | 0.1% | -4.0% | -5.7% | 7.6% | -7.9% | i | 50.7
O=C(CSc1nc2ccccc2o1)NCc1n[nH]c(=O)c2ccccc12
    0.6 | 82 | -15.7% | 0.0% | / | 4.1% | -0.6% | 27.6% | 11.6% | i | 54.0
Cc1ccc2c(c1)nnn2C1CCN(CC(=O)N2CCN(c3ccc(F)cc3)CC2)CC1
    1.1 | 56 | 27.8% | -0.1% | -0.3% | -2.1% | 7.2% | 4.0% | 2.3% | i | 47.2
O=C(Nc1ccc2nsnc2c1)C1CC1
    -0.5 | 85 | 15.6% | -0.1% | 0.2% | -3.4% | 3.5% | -2.5% | 7.9% | i | 60.0
Cc1cc(C)c(C)c(S(=O)(=O)N[C@@H](C)C(=O)OCc2cc(=O)n3cc(Br)ccc3n2)c1C
    3.1 | 73 | 15.6%[20 µM] | -0.1% | 0.2% | -3.2% | 8.5% | 3.8% | -5.5% | i | 57.7
COc1ccc(-n2c(COc3cccc4ccccc34)nnc2SCC(=O)NCc2ccco2)cc1
    5.0 | 43 | -13.8% | 0.7% | ? | 0.3% | 4.6% | 2.2% | -10.8% | i | 31.6
COc1ccc(OC)c(NC(=O)c2cc3c(Cl)nc4ccccc4c3s2)c1
    6.9 | 67 | -7.7% | -0.2% | -0.5% | 56.9% | 34.1% | 2.3% | 10.9% | i | 52.2
COc1ccc(C(=O)Nc2ccc3c(c2)OCO3)cc1OC
    -0.3 | 39 | -0.5% | -0.2% | -0.2% | 1.6% | 4.7% | -4.1% | -20.4% | i | 21.0
Cc1ccc(F)cc1NC(=O)CN1CCN(Cc2ccccc2)CC1
    -0.9 | 81 | 33.7% | -0.1% | -0.9% | 20.4% | 6.5% | 8.3% | 1.7% | i | 48.6
CCc1ccc(OCCNC(=O)c2ccccc2SCc2ccccc2)cc1
    -0.4 | 68 | 18.9% | -0.2% | / | -1.0% | 15.3% | 36.3% | -9.7% | i | 46.4
CCOc1cc(Br)c(COc2ccc(C)nc2[N+](=O)[O-])cc1OCC
    3.4 | 54 | -25.4% | 0.3% | -1.1% | 0.7% | 3.2% | -0.6% | 4.7% | i | 30.4
CCNc1nc(NC(C)(C)C)nc(N(CC)n2cnnc2)n1
    -0.6 | 50 | -27.3% | -0.2% | -0.2% | 0.2% | 6.0% | 15.2% | 8.3% | / | /
O=C(NCCc1ccc(Cl)cc1)C1CCN(S(=O)(=O)c2cccs2)CC1
    -1.3 | 85 | 8.3% | -0.1% | 0.7% | 1.1% | -5.1% | 9.9% | -6.9% | i | 8.9
COc1ccc(Cn2nc(C)n(N(C)c3ncc(C(F)(F)F)cc3Cl)c2=O)cc1
    0.9 | 68 | -13.1% | -0.1% | -0.7% | 2.2% | 5.1% | -9.5% | 5.0% | i | 18.8
O=C(NCc1ccccc1)c1ccc(=O)[nH]n1
    0.3 | 62 | -45.3% | -0.2% | -0.1% | -12.5% | 0.8% | 7.5% | -5.0% | i | 42.7
CCOC(=O)C1CCN(C(=O)c2ccc(Oc3cc(Cl)cc(Cl)c3)o2)CC1
    1.6 | 48 | 25.1% | 0.2% | 0.4% | -0.9% | -12.0% | 2.5% | -7.3% | i | 21.2
CCCCN(C(=O)c1ccc(C)cc1)c1c(N)n(CCC)c(=O)[nH]c1=O
    -0.7 | 52 | -17.3% | 0.5% | 0.1% | -3.0% | -6.7% | 4.7% | 1.1% | i | 9.5
O=C(CN1CCC(n2nnc3ccccc32)CC1)NCc1cccs1
    -1.1 | 91 | -1.3% | -0.1% | -1.4% | 2.8% | -0.1% | 8.8% | 4.0% | i | 19.0
O=C(CN(CC1CCCO1)C(=O)CNS(=O)(=O)c1ccc(F)cc1)NCc1ccccc1 (stereo unspecified)
    -0.2 | 54 | 14.4% | 0.1% | 0.0% | -3.0% | 12.6% | -8.7% | -1.5% | i | 17.8
O=S(=O)(Cc1ccccc1)N1CCN(C2Cc3ccccc3C2)CC1
    0.1 | 70 | 13.5% | 0.0% | -0.3% | -0.2% | 3.9% | -5.4% | 7.3% | i | 43.1
C=CCn1c(SC(C)C#N)nc2sc(CC)cc2c1=O (stereo unspecified)
    3.0 | 38 | -23.3% | -0.4% | -1.2% | 2.9% | -7.9% | -13.3% | 2.5% | i | 38.3
CC(C)(C)[C@@H]1C=C(C(=O)NC2CC2)O[C@H](OCc2ccc(CO)cc2)C1
    0.4 | 51 | -3.2% | -0.2% | -0.6% | -3.9% | -12.4% | 11.8% | -4.1% | / | /

Continued; it opens with the 2 that closed the last part.
Every second line gives: NTR1 agonist | NTR1 agonist cell count 20 µM | KOR beta-arrestin-1 | GPR55 beta-arrestin | West Nile antiviral | KOR beta-arrestin-2 | PhoP inhibition | GPR55 LPI antagonism | GPR35 arrestin U2OS | T cell modulator | T cell modulator vesicle-bound %
C=CCn1c(SC(C)C#N)nc2sc(CC)cc2c1=O (stereo unspecified)
    3.0 | 38 | -23.3% | -0.4% | -1.2% | 2.9% | -7.9% | -13.3% | 2.5% | i | 38.3
CC(C)(C)[C@@H]1C=C(C(=O)NC2CC2)O[C@H](OCc2ccc(CO)cc2)C1
    0.4 | 51 | -3.2% | -0.2% | -0.6% | -3.9% | -12.4% | 11.8% | -4.1% | / | /
CN(C)c1nc2c(c(=O)n(C)c(=O)n2C)n1Cc1ccccc1
    2.7 | 72 | -38.2% | -1.0% | -0.3% | -1.8% | 0.1% | 6.3% | 0.2% | i | 14.4
O=C(CCCc1ccccc1)N1CCN(c2ccc([N+](=O)[O-])cc2)CC1
    0.8 | 62 | 12.1% | 0.2% | -0.7% | 1.5% | 20.1% | -0.3% | -7.2% | i | 45.9
COc1ccc(Nc2nc(S(=O)(=O)c3ccc(C)cc3)c(Cl)s2)cc1
    1.7 | 104 | -5.8% | 0.0% | -1.7% | -0.7% | 5.5% | -17.0% | -7.2% | i | 62.7
Cc1ccc(SCCNC(=O)/C=C/c2cccc([N+](=O)[O-])c2)cc1
    -1.5 | 57 | 5.9% | 0.7% | -0.5% | 1.5% | -10.1% | 1.5% | -4.7% | i | 44.7
COC(=O)CN(C#N)c1nc(NC(C)C)nc(NC(C)C)n1
    -1.1 | 75 | -12.2% | 1.1% | -0.3% | 3.3% | 2.6% | -6.4% | -0.1% | i | 58.4
CC1=C(C(=O)Nc2ccc(C)cc2)C(c2ccc(N(C)C)cc2)NC(=O)N1 (stereo unspecified)
    -1.2 | 45 | -20.7% | -0.5% | 0.3% | -2.3% | -4.4% | -6.8% | 19.2% | i | 11.9
Cc1ccc2c(Cl)cc(Cl)c(OCC(=O)Nc3cc(S(=O)(=O)N(C)C)ccc3C)c2n1
    1.8 | 77 | -21.3% | 1.8% | -0.1% | 0.1% | 26.9% | 4.1% | 4.2% | i | 56.5
O=C(NCc1ccccc1)C12CC3CC(CC(Cl)(C3)C1)C2
    0.8 | 53 | 38.3% | 0.4% | 0.1% | 1.7% | -4.4% | 2.9% | -7.0% | i | 17.7
COCCNC(=O)c1ccccc1NC(=O)Nc1ccccc1
    0.2 | 43 | -11.4%[20 µM] | -0.1% | 0.3% | 4.1% | -0.3% | 6.4% | -2.1% | i | 29.3
Clc1ccc(CSc2nnc(-c3c[nH]c4ccccc34)o2)cc1
    13.8 | 53 | 3.5% | -0.2% | -0.3% | -1.6% | 5.4% | -4.8% | -15.9% | i | 37.3
S=c1[nH]nc(-c2c[nH]c3ccccc23)o1
    -1.3 | 108 | 2.8% | -0.1% | 0.5% | -1.9% | -5.7% | 3.1% | 5.6% | i | 52.7
CCCC(=O)Nc1ccc(N2CCN(C(=O)c3ccccc3C)CC2)cc1
    0.1 | 47 | 14.3% | -0.1% | -0.1% | -1.5% | -6.2% | 15.8% | 11.0% | i | 53.8
N#C/C(=C\c1cn(CCOc2ccccc2)c2ccccc12)C(=O)NCC1CCCO1 (stereo unspecified)
    7.4 | 64 | -38.6% | -0.1% | 2.7% | 0.1% | -2.4% | 5.3% | 0.4% | i | 27.1
